Screening data (PubChem)
TLR4 MyD88 comp: inhibitors of TLR4-MyD88 association in cells, primary screen, cell-based, HeLa CL3-4, BLA complementation, FRET ratio. 200,000 tested, 0.18% active. inhibition, % at 8.4 µM. AID 861, 2007. HeLa CL3-4 TLR4/MyD88 BLA complementation. Toll-like receptor 4 (Homo sapiens) + Myeloid differentiation primary response protein …; in the data active = inhibition above about 25%;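 also: 0% = vehicle and 100% = reference inhibitor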
Target sequence (O00206 whole entry, looked up): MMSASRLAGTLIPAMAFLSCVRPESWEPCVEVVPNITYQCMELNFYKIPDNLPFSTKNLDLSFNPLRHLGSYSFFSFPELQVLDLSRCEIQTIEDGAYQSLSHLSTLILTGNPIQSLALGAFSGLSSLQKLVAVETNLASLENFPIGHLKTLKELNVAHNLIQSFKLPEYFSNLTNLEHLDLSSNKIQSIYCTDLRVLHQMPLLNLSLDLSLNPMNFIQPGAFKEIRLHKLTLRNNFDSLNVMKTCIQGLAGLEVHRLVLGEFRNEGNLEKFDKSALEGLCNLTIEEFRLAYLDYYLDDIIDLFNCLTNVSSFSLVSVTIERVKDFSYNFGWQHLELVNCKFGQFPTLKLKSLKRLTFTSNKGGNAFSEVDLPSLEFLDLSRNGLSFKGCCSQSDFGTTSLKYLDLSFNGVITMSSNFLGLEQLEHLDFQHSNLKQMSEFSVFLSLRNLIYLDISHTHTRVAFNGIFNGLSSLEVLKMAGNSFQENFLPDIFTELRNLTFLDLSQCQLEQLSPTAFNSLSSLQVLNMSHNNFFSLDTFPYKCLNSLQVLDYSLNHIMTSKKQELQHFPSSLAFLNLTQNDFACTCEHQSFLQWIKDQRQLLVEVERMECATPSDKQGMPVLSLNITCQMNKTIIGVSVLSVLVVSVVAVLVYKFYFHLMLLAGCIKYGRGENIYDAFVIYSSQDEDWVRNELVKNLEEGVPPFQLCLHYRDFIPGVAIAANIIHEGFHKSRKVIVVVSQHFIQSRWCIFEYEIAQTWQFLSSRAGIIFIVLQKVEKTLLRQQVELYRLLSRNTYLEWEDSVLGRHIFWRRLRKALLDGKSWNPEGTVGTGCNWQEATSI
Target sequence (Q99836 whole entry, looked up): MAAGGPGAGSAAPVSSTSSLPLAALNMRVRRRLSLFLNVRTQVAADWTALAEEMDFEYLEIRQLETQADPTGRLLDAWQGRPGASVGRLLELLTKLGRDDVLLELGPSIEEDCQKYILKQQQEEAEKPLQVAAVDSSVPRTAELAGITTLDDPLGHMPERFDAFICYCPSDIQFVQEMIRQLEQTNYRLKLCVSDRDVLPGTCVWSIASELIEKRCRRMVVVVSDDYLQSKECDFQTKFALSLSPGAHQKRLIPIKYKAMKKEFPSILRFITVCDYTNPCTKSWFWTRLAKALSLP
G6PDH CS: L. mesenteroides G6PDH inhibitors, counter-screen for G6PDH-coupled screening assays, biochemical, Leuconostoc mesenteroides enzyme; 200,000 tested, 0.12% active; AID 1020, 2008; inhibition, % at 5 µM; Purified L. mesenteroides G6PDH, diaphorase/resazurin coupled fluorescence, 45 min; in the data active = inhibition above about 50%
APP 5UTR inh: inhibitors of APP translation via 5'UTR reporter, primary screen, APP 5'UTR luciferase, SH-SY5Y cells. SH-SY5Y APP 5'UTR-luciferase reporter, luminescence. inhibition, % at 2 µM. 190,000 tested, 0.82% active. AID 1285, 2008;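 active = inhibition above a set limit, derived from the sample mean plus 3 SD, cut at about 45% in these data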; also: values of inactives mirror those of a sister screen read the other way
Hsp70 activator: Hsp70 transcriptional activators, primary screen, cell-based, HeLa, Hsp70 promoter luciferase, luminescence, 10 µM; AID 1203, 2008; 200,000 tested, 0.04% active; activation, % at 10 µM; HeLa Hsp70 promoter luciferase reporter; scaled: vehicle 0, proteasome-inhibitor control 100%;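 active = activation above the mean across all tested compounds plus 3 SD, cutoff set per campaign, cut at about 5.5% in these data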;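 also: 100% = MG132 at 30 µM as the positive control and 0% = DMSO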
Diaphorase inh: diaphorase inhibitors and chemical oxidizers, primary screen, counter-screen for diaphorase-coupled primary assays, biochemical, uHTS, resorufin fluorescence; AID 1217, 2008; inhibition, % at 20 µM; diaphorase resazurin-to-resorufin fluorescence, NADH, 16 min; bacterial (C. kluyveri) enzyme, not human; 190,000 tested, 0.69% active;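 active = primary screen inhibition at 20 µM above a set limit, cut at about 50% in these data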;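 also: plate controls were DMSO with full reaction for no effect and wells lacking NADH for full effect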
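Test system: bacterial diaphorase enzyme (C. kluyveri); Quantity: 0.14 U/mL diaphorase, enzyme working solution; Times: reaction incubation of 16 min at room temperature; Measured by: fluorescence of resorufin formed from resazurin, Ex 544/Em 590 nm; Benchmarks: positive control minus NADH, DMSO neutral control.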
STAT1 act: STAT1 signaling activators, primary screen, cell-based, HTS, luciferase reporter. NIH 3T3 STAT1-luciferase reporter, IFN-gamma, luminescence; 100% = IFN-gamma alone, no compound. activation (% of control), % at 5.5 µM. 200,000 tested, 2.6% active;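 active = activation above the screen-wide mean activation plus 3 SD, cut at about 130% in these data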;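 also: raw ratio to IFN-gamma control signal so 100% means no change and 0% no light; values of inactives mirror those of a sister screen read the other way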
STAT1 inh: STAT1 signaling inhibitors, primary screen, cell-based, HTS, luciferase reporter | NIH 3T3 STAT1-luciferase reporter, IFN-gamma, luminescence | inhibition, % at 5.5 µM | 200,000 tested, 0.35% active | AID 920, 2007;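 active = inhibition above a set limit, the mean inhibition across all tested compounds plus 3 SD, cut at about 34% in these data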;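 also: 0% = IFN-gamma with DMSO and 100% = IFN-gamma with 300 µM nifuroxazide; values of inactives mirror those of a sister screen read the other way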
STAT3 blocker: IL-6 driven STAT3 reporter inhibitors, primary screen, U3A cells, luciferase, luminescence, MLSCN library. IL-6 STAT3-luciferase reporter; host cell line lacks STAT1. inhibition, % at 5.5 µM. 190,000 tested, 0.89% active. AID 862, 2007;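 active = inhibition above the mean inhibition across all screened compounds plus 3 SD, cut at about 44% in these data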;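 also: 0% = DMSO only wells and 100% = 100 µM nifuroxazide control wells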
STAT3 activator: IL-6 driven STAT3 reporter potentiators, primary screen, U3A cells, luciferase, luminescence, MLSCN library; IL-6 STAT3-luciferase reporter; 100% = signal with IL-6 EC80 alone; activation (% of control), % at 5.6 µM; 190,000 tested, 0.91% active;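 active = activation above the screen-wide mean of compound activation plus 3 SD, cut at about 130% in these data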;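 also: 0% = background luminescence of wells with medium and substrate only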
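Assay system – human STAT1-deficient U3A cells with stable STAT3-luciferase reporter · Also added – IL-6 (33 ng/mL) · Schedule – compound 1 h, then IL-6 6 h at 37 °C · Technique – reporter luminescence signal · Evaluation – % activation versus median of IL-6-stimulated wells · Benchmarks – IL-6-only wells as 100% reference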
Diaph act CS: compounds boosting diaphorase resazurin reduction – biochemical, uHTS, resorufin fluorescence, counter-screen for diaphorase-coupled primary assays, primary screen | Diaphorase/resazurin coupled assay, 16 min; active compounds read high; 1 = vehicle wells, 0 = NADH-free wells | activation factor at 20 µM | 190,000 tested, 0.005% active | AID 1229, 2008;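 active = diaphorase activity raised at least twofold by the compound at 20 µM; inactive = activation factor below 2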
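Measured by – red resorufin fluorescence at 544/590 nm excitation/emission · Test system – Clostridium kluyveri diaphorase, purified enzyme · Incubation – reaction time 16 min, room temperature · Buffer or medium – 50 mM HEPES pH 7.4 with 4.542 mM MgCl2, 0.005% Tween 20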
Numbers without * were called inactive; x = not tested or not shown.

The opening 2 compounds as a preview:
SMILES	TLR4 MyD88 comp	G6PDH CS	APP 5UTR inh	Hsp70 activator	Diaphorase inh	STAT1 act	STAT1 inh	STAT3 blocker	STAT3 activator	Diaph act CS
CCCNC(=S)N1CC2(C)CN(C(=O)C(=O)OCC)CC(C)(C1)C2=O	-6	10	2	-0.2	8	103	-5	4	99	0.9
CCN(CC)c1ccc(CNCc2cccs2)cc1	-7	8	-16	0.1	2	106	-9	-6	106	1

Main list, repeating the preview:
SMILES	TLR4 MyD88 comp	G6PDH CS	APP 5UTR inh	Hsp70 activator	Diaphorase inh	STAT1 act	STAT1 inh	STAT3 blocker	STAT3 activator	Diaph act CS
CCCNC(=S)N1CC2(C)CN(C(=O)C(=O)OCC)CC(C)(C1)C2=O	-6	10	2	-0.2	8	103	-5	4	99	0.9
CCN(CC)c1ccc(CNCc2cccs2)cc1	-7	8	-16	0.1	2	106	-9	-6	106	1
CC(Sc1ccccc1)C(=O)NN=C1CCN(C)CC1 (configuration not stated)	-5	1	-18	-0.2	3	96	5	12	91	1
CC1CCN(c2cc(N3CCN(C(=O)c4ccc(F)c(F)c4)CC3)c([N+](=O)[O-])cc2F)CC1	-2	12	10	-0.2	13	102	1	-9	105	0.9
CCCn1c(=O)c2c(nc3n2CCS3)n(C)c1=O	1	0	-12	-0.1	0	102	-3	9	103	1
Cc1ccc(NC(=O)CN2CCCC2)c2c1CC(C)(C)O2	-15	19	-2	-0.2	8	99	0	11	95	0.9
N#CCOc1nc(N2CCOCC2)nc(N2CCOCC2)n1	4	-20	15	-0.2	7	107	-8	-1	104	0.9
COc1ccc(-c2noc(C3CCCN(S(=O)(=O)c4ccc(C)c(Cl)c4)C3)n2)cc1OC (configuration not stated)	14	8	-22	-0.1	22	100	0	6	103	0.8
COc1ccc(-c2nnc3ccc(SCC(=O)Nc4nc5ccc(C)cc5s4)nn23)cc1OC	-1	-82	13	0.2	5	103	-3	-9	109	0.9
O=C(CN(C(=O)Cn1nnc(-c2ccc(F)cc2)n1)c1cnc2ccccc2c1)NCC1CCCO1 (configuration not stated)	7	6	-33	0.9	15	93	5	-1	104	0.8
Cn1c(=O)c(=O)n(C)c2cc(S(=O)(=O)N3CCN(c4ccccc4F)CC3)ccc21	-2	-1	-5	-0.6	-5	96	4	-2	105	1
CCN(CC)CC(=O)c1c[nH]c2ccc(C)cc12	3	4	-6	-0.1	10	90	11	-2	107	0.9
O=Cc1ccc(Oc2cccc(C(F)(F)F)c2)nc1	-1	4	9	-0.2	-6	115	-17	-1	102	1.1
Cc1cc(C(F)(F)F)nn1CC(=O)NCc1ccco1	-9	16	4	-0.2	6	99	1	8	98	0.9
Cc1cc(C)[n+](C)n1CC(O)Cn1c2ccccc2c2ccccc21 (configuration not stated)	12	4	12	-0.1	16	99	-3	3	101	0.8
CC1(C)Cc2c(C#N)c(OCC(=O)c3ccc(Cl)cc3)nc(-c3ccco3)c2CO1	-7	-46	0	-0.5	11	104	-4	1	102	0.9
Cc1ccc(C)c(OCCCC(=O)Nc2ccccc2C(N)=O)c1	0	-1	1	-0.3	-9	104	-6	-24	125	1.1
CCN(CC(=O)Nc1cc(C)nn1-c1nc(C)cc(C)n1)Cc1ccccc1	0	-4	-6	0.0	16	103	-3	-4	101	0.8
O=S(=O)(c1ccccc1)N1CCN=C1SCc1ccc(Cl)c(Cl)c1	-10	19	-3	-0.3	12	104	-4	1	102	0.9
NC(=O)CSc1nnc2sc3ccccc3n12	5	9	6	-0.2	15	98	2	3	101	0.8
N#Cc1cc(-c2ccccc2)nn1-c1ccccc1	1	-26	-3	0.0	38	105	-5	-19	118	0.6
O=C(C1CC1)N1CCCC(c2ccc(Cl)cc2)=N1	9	1	-5	-0.3	8	108	-9	10	98	0.9
CCC1=[N+](CC(=O)c2ccc(C)cc2)CCn2c(C)ccc21	12	-10	-60	-0.4	5	103	-4	0	96	1
CC(C)c1ccc2nc3sc(C(=O)N4CCc5ccccc5C4)c(N)c3cc2c1	4	4	-27	-0.2	7	105	-5	6	102	0.9
COC(=O)Cc1c(C)nc2nc(NCc3c(F)cccc3Cl)[nH]n2c1=O	3	13	9	-0.3	4	97	3	-5	105	1
COc1ccc2nc3sc(C(=O)NCCN4CCc5ccccc5C4)cc3cc2c1	-6	14	4	-0.5	11	129*	-32	-11	107	0.9
Cc1ccccc1Nc1nc(N)nc(COc2ccc(C#N)cc2)n1	-10	6	-4	-0.2	6	113	-14	20	88	0.9
CCOC(=O)CC1=NS(=O)(=O)c2ccccc2N1	-3	2	-6	-0.4	8	106	-6	8	99	0.9
CCN(C(=O)CSc1nc2ccccc2n1CC)C1CCS(=O)(=O)C1 (configuration not stated)	-10	2	-8	-0.2	3	107	-9	-2	110	1
Cc1cc(N2CC(C(=O)NCc3cccs3)CC2=O)ccc1C(C)C (configuration not stated)	1	20	-1	-0.1	12	103	-3	-8	107	0.9
CC(C)CNC(=O)c1cccc(NC(=O)c2ccc(Cl)c([N+](=O)[O-])c2)c1	-19	1	12	-0.4	5	104	-4	4	99	0.9
C=CCNC(=S)N1CCN(CCN=CC2=C(O)CC(c3cccs3)CC2=O)CC1 (configuration not stated)	-7	2	3	-0.2	-8	104	-4	6	100	1.1
COc1ccc(NS(=O)(=O)CC(C)C)c(OC)c1	1	1	4	0.0	10	101	-1	11	94	0.9
COC(=O)CN1C2(C#N)CCCCC2CC2CCCCC21C#N (configuration not stated)	0	4	-8	-0.4	-5	94	7	8	100	1.1
O=C(C1=C[C@H](c2coc3ccccc3c2=O)C[C@H](OCCCCO)O1)N1CCN(Cc2ccc3c(c2)OCO3)CC1	5	8	2	0.2	23	94	8	x	x	0.8
Cn1nc(C(=O)Nc2nc3ccccc3[nH]2)c2ccccc2c1=O	4	-27	-23	0.3	7	117	-18	1	96	0.9
CCOC(=O)CC(=O)c1[nH]c(C)c(C(=O)OCC)c1C	7	1	-4	0.1	3	116	-17	26	81	1
COc1ccc(N2CC(C(=O)NCc3ccco3)CC2=O)cc1 (configuration not stated)	-14	16	6	-0.1	7	100	0	10	100	0.9
Cc1cc(C)n2nc(N)c(N=Nc3ccc4c(c3)OCO4)c2n1	-4	4	-1	-0.2	-4	105	-5	22	84	1
COc1cccc(C2/C(=C(\O)c3ccc4c(c3)OCCO4)C(=O)C(=O)N2CCCN(C)C)c1OC (configuration not stated)	-17	x	-6	-0.2	x	99	1	9	95	x
CSc1oc(-c2ccco2)nc1S(=O)(=O)c1ccc(Br)cc1	6	-1	-19	-0.3	35	102	-1	5	96	0.6
O=C(Cc1cccs1)Nc1ccccn1	7	0	-2	-0.2	25	100	3	-64	157*	0.8
O=C(Nc1cc(-c2nn(CC(=O)N3CCCCC3)c(=O)c3ccccc23)ccc1N1CCOCC1)c1ccc(Cl)cc1	0	3	19	-0.2	2	92	9	16	90	1
COCCn1c(SC)nnc1-c1c[nH]c2ccccc12	-4	0	x	0.2	4	102	-3	0	108	1
COc1cc2c(cc1NS(=O)(=O)N1CCCCC1)oc1ccccc12	-2	16	7	-0.3	25	104	-5	6	96	0.8
CCn1c(C(=O)OC)cc2c1ccn2-c1ccc(F)cc1	4	-29	-80	0.1	17	144*	-48	10	95	0.8
Cc1ccc(S(=O)(=O)NCCCNC(=O)c2ccccc2)cc1	2	4	11	-0.3	-6	95	5	3	99	1.1
CCOC(=O)c1c(-c2ccc(C)o2)csc1NC(=O)CSc1ncn[nH]1	-9	0	-44	-0.2	14	105	-5	-34	129	0.9
CCOC(=O)CCC(=O)NNC(=O)c1ccc(NC(=O)c2ccccc2)cc1	7	8	9	-0.1	-8	96	3	4	100	1.1
O=C(Cc1ccc(F)cc1)N/N=C/c1ccccn1	3	9	18	-0.1	12	100	1	0	104	0.9
(continued)
SMILES	TLR4 MyD88 comp	G6PDH CS	APP 5UTR inh	Hsp70 activator	Diaphorase inh	STAT1 act	STAT1 inh	STAT3 blocker	STAT3 activator	Diaph act CS
COc1cc(C)c(NC(=S)Nc2cccc(Cl)c2C)cc1OC	9	-4	-8	-0.4	10	105	-6	-1	103	0.9
Cc1noc(C)c1S(=O)(=O)N(CC(=O)N1CCn2c1nc1ccccc12)c1ccc(C(C)C)cc1	0	10	-1	-0.2	11	100	0	-55	149*	0.9
CCC(Oc1ccc2c(=O)c(-c3ccccc3OC)coc2c1)C(=O)OCc1ccccc1 (configuration not stated)	8	-1	-8	-0.3	24	97	3	-3	106	0.8
CCOC(=O)c1cc(-c2ccccc2)n(CCC(=O)NC(C)CC)c1C (configuration not stated)	3	3	-4	0.1	6	100	0	1	102	0.9
O=C(Cn1c2ccccc2c2nc3n(c(=O)c21)CCS3)Nc1ccccc1C(F)(F)F	4	2	-5	-0.4	4	102	-5	3	103	1
COC(=O)C1=C(C)Nc2ncnn2C1c1cccnc1 (configuration not stated)	-22	8	10	-0.2	-8	108	-8	11	95	1.1
CNC(=S)NC(CC(=O)OC)c1ccc2c(c1)OCO2 (configuration not stated)	2	3	12	0.5	4	92	8	0	102	1
CN(NS(=O)(=O)c1ccccc1)c1nc2ccccc2nc1C(F)(F)F	4	1	-4	-0.2	16	87	14	6	96	0.8
CC(C)Oc1ccc(C(CC(=O)O)NC(=O)C(Sc2ccccc2)c2ccccc2)cc1 (configuration not stated)	2	12	-10	-0.3	4	104	-4	4	101	1
CCOC(=O)NC(=O)/C(C#N)=C\c1ccccc1	-15	-6	16	-0.1	12	99	2	7	98	0.9
CCO[C@H]1OC(C(N)=O)=C[C@@H](c2ccc(Br)cc2)[C@@H]1CCCO	-4	11	-12	0.2	18	102	0	x	x	0.8
Cc1ccc(CN2CCN(Cc3ccc(C)s3)CC2CCO)cc1 (configuration not stated)	-11	9	-8	-0.1	6	100	-2	0	104	0.9
COc1ccc(S(=O)(=O)N2CCN(c3ccccc3)CC2)cc1	3	10	7	-0.4	19	94	5	0	102	0.8
COc1ccccc1N1CCN(CCc2n[nH]c(=S)n2-c2ccccc2)CC1	-5	-5	-19	-0.4	-2	94	5	14	94	1
